# Screening results deposited in PubChem BioAssay by National Center for Advancing Translational Sciences (NCATS).
# TDP-43 yeast inh: inhibitors of TDP-43 toxicity in yeast | 410,000 compounds, 1.8% hits | AID 652104 | TDP-43 expressing yeast growth rescue, BacTiter-Glo, 24 h | Potency, µM (series often up to 46.1 µM), for the others: at the top dose growth rescue (activation), most hits filed as activators; note: % of control where 0% means no effect; nearly all actives have a fitted effect of over 50% in size
#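 In this qHTS, compounds that restore growth of yeast expressing TDP-43 appear as activators. Cells (OD600=0.02, galactose medium, raffinose-pregrown) are incubated with compound 24 hr at 30 deg C and growth is quantified by BacTiter-Glo.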
# FUS yeast rescue: FUS proteinopathy suppression in yeast; S. cerevisiae FUS-expressing, growth rescue, OD600, 24 h; Potency, µM (highest dose often 76.6 µM), inactives show at the highest dose growth rescue (activation), hits mostly activators; 390,000 compounds, 0.24% hits;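 note: plate controls were DMSO vehicle for no effect and reference control for full effect; nearly all actives have a fitted effect of over 55% in size; some results filed as inactive show a strong effect at the top dose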
#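 Restored growth of FUS-toxic S. cerevisiae, read as 600 nm absorbance after 24 h at 30C in galactose medium (starting OD 0.005). Controls CP55940 and DMSO.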
# EPAC2 antagonist: blocks human EPAC2 exchange factor; 360,000 compounds, 0.18% hits; Potency, µM (highest dose often 114 µM), inactives show at the highest dose activity, negative = inhibition, usual class: inhibitors; Q8WZA2; AID 720708; EPAC2 GEF exchange of Rap1B-BODIPY-GDP, fluorescence; note: % is set by controls: 0 for no effect and ±100 for the full control effect; nearly all actives have a fitted effect of over 45% in size; many of its hits are not listed in these tables
# PTHR1 agonist: agonists of human PTHR1 parathyroid hormone receptor. AID 743266. Q03431. HEK293 GP2 PTHR1 cells, GloSensor cAMP luminescence, 1 h. Potency, µM (highest dose often 115 µM), inactives show at the top dose activation, actives largely listed as activators. 410,000 compounds, 0.075% hits; note: nearly all actives have a fitted effect of over 55% in size; some results filed as inactive show a strong effect at the top dose; inactives centre near -15; many of its hits are not listed in these tables
#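 HEK-293-derived GP2 cells expressing PTHR1 and a GloSensor cAMP reporter, 3,000/well, plated overnight, given luciferin plus IBMX (each 0.5 mM as added) for 1 h at 37 °C, then compound for 1 h at 37 °C. Luminescence was read after 15 min at room temperature.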
# EPAC1 antag: antagonists of human EPAC1. O95398. EPAC1 GEF assay, Rap1b-BODIPY-GDP exchange fluorescence. Potency, µM (titrated, usually from 115 µM), without a hit: top-dose activity change, negative = inhibition, usual class: inhibitors. 360,000 compounds, 0.14% hits. AID 720709;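 note: plate controls were vehicle for no effect and positive control for full effect; nearly all actives have a fitted effect of over 50% in size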
# Target sequence (O95398 whole entry, looked up): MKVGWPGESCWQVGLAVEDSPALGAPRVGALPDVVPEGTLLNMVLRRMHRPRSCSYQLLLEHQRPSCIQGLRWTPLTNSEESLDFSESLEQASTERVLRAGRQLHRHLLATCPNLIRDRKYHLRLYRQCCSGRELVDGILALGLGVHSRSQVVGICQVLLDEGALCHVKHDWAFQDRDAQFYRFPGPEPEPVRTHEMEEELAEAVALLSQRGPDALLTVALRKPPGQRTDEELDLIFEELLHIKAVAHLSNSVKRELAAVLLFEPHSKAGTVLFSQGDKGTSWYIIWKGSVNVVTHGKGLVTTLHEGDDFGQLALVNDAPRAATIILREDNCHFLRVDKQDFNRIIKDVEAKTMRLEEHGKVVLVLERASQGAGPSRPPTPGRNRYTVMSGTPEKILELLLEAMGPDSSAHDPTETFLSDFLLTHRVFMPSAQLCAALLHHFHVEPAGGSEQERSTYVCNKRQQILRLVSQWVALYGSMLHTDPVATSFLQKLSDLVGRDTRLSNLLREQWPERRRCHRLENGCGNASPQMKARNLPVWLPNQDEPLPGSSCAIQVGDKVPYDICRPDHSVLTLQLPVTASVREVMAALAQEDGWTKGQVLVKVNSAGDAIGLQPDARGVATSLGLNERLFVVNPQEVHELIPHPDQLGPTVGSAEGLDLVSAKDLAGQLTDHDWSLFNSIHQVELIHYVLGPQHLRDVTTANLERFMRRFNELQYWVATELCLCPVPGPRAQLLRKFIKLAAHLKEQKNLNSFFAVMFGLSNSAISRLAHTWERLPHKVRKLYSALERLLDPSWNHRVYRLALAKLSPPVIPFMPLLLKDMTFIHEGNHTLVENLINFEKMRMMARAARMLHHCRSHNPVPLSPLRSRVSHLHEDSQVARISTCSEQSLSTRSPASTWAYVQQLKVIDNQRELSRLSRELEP
# EPAC1 agonist: activates human EPAC1 exchange factor; Potency, µM (highest dose often 154 µM), for the others: at the top dose activation, usual class: activators; EPAC1 agonist qHTS, biochemical assay; response scale: 100% = response to 6.5 mM cAMP; 360,000 compounds, 0.073% hits; O95398; note: nearly all actives have a fitted effect of over 60% in size
#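 Nucleotide exchange assay: 100 nM EPAC1 with 250 nM Rap1B loaded with BODIPY-GDP and 50 uM GDP, room temperature. Fluorescence (480/540 nm) read every 5 min for 30 min; signal change normalized to 6.5 mM cAMP as full agonist.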
# EPAC2 ag: activates human EPAC2 exchange factor; Potency, µM (titrated, usually from 154 µM), for inactives: top-dose activation, most hits filed as activators; EPAC2 activation, biochemical qHTS; response scale: 100% = 6.5 mM cAMP response; 360,000 compounds, 0.079% hits; Q8WZA2; note: nearly all actives have a fitted effect of over 50% in size
#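 Compounds were added across a concentration range to EPAC2 (100 nM), RAP1B-BODIPY-GDP (250 nM) and GDP (50 uM). After 5 min at room temperature, fluorescence was recorded at 5-min intervals for 30 min.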
# aSyn rescue: inhibitors of alpha-synuclein toxicity in yeast; Potency, µM (series often up to 46.1 µM), for inactives: top-dose growth rescue (activation), usual class: activators; 370,000 compounds, 0.14% hits; AID 652106; Yeast expressing alpha-synuclein, growth rescue, BacTiter-Glo, 24 h; note: % of control where 0% means no effect; nearly all actives have a fitted effect of over 65% in size
#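 Galactose-induced alpha-syn yeast (OD600=0.02, raffinose-pregrown) + pinned cpd, 24 hr, 30 deg C; growth by BacTiter-Glo luminescence. Growth restoration scores as activation.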
# * hit, by the source's call; i = inactive; ? = inconclusive; / = no result given; & = joins results of further samples; [ ] = dose if it differs, or a comment. Calls come from the whole dose curve; as a rule, active = well fitted curve in the direction sought with a large enough effect; inconclusive = small, poorly fitted or top-dose-only effect, or another doubt; inactive = no such curve, though single readings can be large; an effect the other way counts as inactive or inconclusive. Potency is the fitted concentration of half-maximal effect. The list is partial; the hit share may differ from the screen's.
# Under each structure: TDP-43 yeast inh	FUS yeast rescue	EPAC2 antagonist	PTHR1 agonist	EPAC1 antag	EPAC1 agonist	EPAC2 ag	aSyn rescue
> COc1ccc(/C=c2\s/c(=C(/C#N)C(=O)NCc3ccco3)n(-c3ccccc3)c2=O)cc1
→ ?	12.6%	9.7%	-16.7%	16.6%	3.0%	-5.1%	3.2%
> O=C(CSc1nnc(-c2ccc(O)cc2)o1)Nc1cccc(O)c1
→ -3.6%	-3.2%	-4.0%	i	-10.7%	7.1%	1.6%	9.1%
> Cc1occc1C(=O)Nc1cccc2ccccc12
→ ?	13.1%	2.7%	-10.9%[57.5 µM]	-7.1%	0.2%	6.1%	-19.5%
> COC(=O)c1sccc1N/C=C(\C#N)S(=O)(=O)C(C)(C)C
→ -3.7%	4.3%	0.6%	i	?	-11.6%	8.9%	-1.2%
> COc1ccc(C(=O)NCCSCc2ccccc2C)cc1
→ ?	26.2%	-5.7%	i	1.4%	9.4%	7.7%	7.8%
> CCC(C)C(NC(=O)OC(C)(C)C)C(=O)NCc1ccco1 (centres undefined)
→ -1.6%	-16.4%	-6.2%	-1.4%[57.5 µM]	-9.7%	-12.2%	-14.3%	-0.9%
> COC(C(=O)Nc1ccc(F)cc1F)c1ccccc1 (centres undefined)
→ 12.8%	0.0%	-0.7%	i	16.5%	0.2%	0.1%	-10.8%
> COC(=O)c1c(NC(=O)c2ccc(Br)o2)sc(C)c1C
→ -5.6%	-9.2%	2.3%	i	5.0%	-1.7%	-10.7%	-19.4%
> CCOc1ccccc1OCC(=O)Nc1nnc(COC)s1
→ ?	17.6%	-3.9%	-27.0%[57.5 µM]	6.8%	2.8%	11.0%	6.1%
> Cc1cccc(NC(=O)C2CCN(S(=O)(=O)c3cccc4nsnc34)CC2)c1
→ -22.7%&-12.0%	-4.0%&25.2%	5.1%	-34.7%&-43.3%[inhibitor]	-4.1%	-0.4%	5.9%	-3.6%
> O=C1NN(c2cccc(Br)c2)C(=O)/C1=C\c1ccc(N2CCOCC2)cc1
→ 0.2%	-9.7%	2.2%	i	11.5%	15.1%	13.1%	-8.0%
> O=C(O)c1cccc(S(=O)(=O)Nc2ccccc2Oc2ccccc2)c1
→ 3.4%	-47.6%	-0.4%	-18.6%	1.7%	-1.3%	8.0%	-6.0%
> CCCCC(=O)Nc1nc(-c2ccc(S(=O)(=O)N3CCOCC3)cc2)cs1
→ 1.3%	/	1.3%	-31.5%[inhibitor]	2.4%	-0.1%	-6.1%	6.6%
> CCCNC(=O)C[C@@H]1CC[C@H]2NC[C@H](O)COC[C@@H]2O1
→ 14.4%	-18.7%	-0.6%	-22.5%	-6.6%	-0.5%	5.0%	-3.8%
> CCc1nc2c(OCCOc3ccccc3)cccn2c1N(C)C(=O)c1ccc(C)cc1
→ 19.2%	11.9%	-20.6%	-3.8%	-6.2%	11.0%	?	8.8%
> NC(=O)C1(N2CCCCC2)CCN(c2nc(-c3ccccc3)cs2)CC1
→ -1.4%	20.5%	-9.9%	-16.0%	-14.1%	20.6%	16.9%	6.1%
> Nc1nc(CN2CCc3ccccc3C2)nc(Nc2ccccc2)n1
→ -11.6%	25.3%	-22.6%	-96.3%[inhibitor]	-3.8%	5.4%	13.3%	4.2%
> O=C1c2ccccc2S(=O)(=O)c2cc(C(=O)N3CCN(c4ccccc4)CC3)ccc21
→ 17.8µM*	-3.1%	12.1%	i	3.5%	-2.4%	10.1%	21.0%
> CN(C)S(=O)(=O)NCCNc1ccc(C(F)(F)F)cc1[N+](=O)[O-]
→ -22.4%	5.3%	1.1%	i	12.6%	-6.6%	3.7%	-9.0%
> Cc1c(C(=O)N2CCC(C)CC2)oc2ccc3c(c12)C(O)CC1(CCCCC1)O3 (centres undefined)
→ 11.6%	39.1%	-9.9%	-30.6%[inhibitor]	-14.3%	4.4%	-2.0%	?
> Nc1ccccc1SCc1csc(-c2ccc(Cl)cc2)n1
→ 12.6µM*	12.4%	2.4%	-47.0%[inhibitor]	3.9%	26.3%	17.5%	-24.0%
> COc1ccc(C/C(O)=C(\C#N)c2nc3ccccc3s2)cc1
→ -20.6%	35.9%	9.9%	-18.4%[57.5 µM]	4.7%	-8.6%	-1.6%	-10.2%
> COc1ccc(-c2ccc3c(N)c(C(=O)Nc4cccc(C)c4)sc3n2)cc1
→ 0.0%	-0.2%	/	-25.2%	/	/	/	8.4%
> COc1ccc(-c2cc(C3CC3)nc3sc(C#N)c(N)c23)cc1
→ 5.5%	5.7%	-11.4%	-50.6%[inhibitor][57.5 µM]	-5.1%	17.7%	13.2%	-11.7%
> CCc1c(O)nc(SC2CC(=O)N(c3ccc(F)c(Cl)c3)C2=O)[nH]c1=O (centres undefined)
→ 9.3%	13.9%	-7.8%	i	-15.6%	4.9%	3.1%	-0.1%
> Cc1cc(C(=O)N/N=C/c2ccc(-c3ccc([N+](=O)[O-])cc3Cl)o2)n[nH]1
→ ?	-9.3%	-25.7%	-23.0%	-11.8%	3.8%	-28.3%	0.3%
> Cn1c(N)c(C(=O)COC(=O)c2cc(C3CC3)nc3ccccc23)c(=O)n(Cc2ccccc2)c1=O
→ -21.2%	?	-2.9%	i	-11.4%	14.3%	13.3%	10.1%
> Cc1c(NC(N)=O)c(=O)n(-c2ccccc2)n1C
→ -5.6%	0.2%	-2.8%	i	-0.9%	-2.9%	6.7%	-8.1%
> COc1cc(CNC(=O)c2cc(-c3cc(F)ccc3OC(C)C)n[nH]2)cc(OC)c1
→ ?	43.7%	2.9%	i	-22.6%	-1.6%	15.1%	-0.6%
> CC1CCN(S(=O)(=O)c2ccc(C(=O)OC(C)C(=O)NC3CCCCC3C)cc2)CC1 (centres undefined)
→ 8.6%	22.4%	-3.5%	i	-0.5%	-9.1%	-5.2%	0.8%
> O=C(O)C1(S(=O)(=O)c2ccc(Cl)cc2)CCC1
→ 10.0%	4.2%	3.6%	i	-0.6%	2.2%	16.0%	-1.8%
> CC(=O)c1ccc(N/N=C2/CCCNC2=O)cc1
→ -28.0%[1.82 µM]	10.6%	-15.5%	-29.5%	-20.9%	-1.4%	0.3%	-10.3%
> O=C(c1ccccc1)c1nn(-c2ccc(Cl)cc2)c(=O)cc1C(F)(F)F
→ -2.2%	-2.4%	-9.2%	-11.1%	-11.7%	-0.1%	8.7%	-0.5%
> O=[N+]([O-])c1cccc(-c2nnnn2-c2cccc(F)c2)c1
→ 0.8%	12.8%	4.2%	i	-17.9%	5.9%	6.9%	-11.5%
> COc1ccc(NC(=O)CN(C)C(=O)CSCc2ccc(C)cc2)cc1
→ 27.0%	5.2%	-1.9%	-13.2%	2.7%	0.2%	-5.7%	8.3%
> Cc1nc(C)c(CCNC(=O)c2ccccc2Br)s1
→ 0.0%	/	4.8%	11.5%	0.1%	12.0%	11.9%	-7.1%
> CC(=O)N1CCN(c2ccc(NC(=S)NC(=O)COc3ccc(C(C)(C)C)cc3)cc2)CC1
→ 10.2%	19.6%	-0.1%	-39.0%[inhibitor]	?	4.5%	-11.5%	-0.2%
> Oc1ccc(/C=N/NC(=S)NC2CC3CCC2C3)cc1 (centres undefined)
→ ?	10.1%	-7.8%	i	-14.1%	6.8%	12.2%	0.8%
> CC(C)CC(=O)Nc1ccc(-c2nc3ccccc3c(=O)o2)cc1
→ 3.7%	15.8%	-5.0%	i	5.3%	0.6%	-10.3%	-1.8%
> c1ccc2c(N3CCCCC3)ncnc2c1
→ 8.4%	21.9%	11.4%	-30.0%	12.7%	-4.9%	5.4%	-11.4%
> COc1ccc2oc(C(=O)OCC(=O)Nc3ccc(N4CCOCC4)cc3)c(C)c2c1
→ 7.2%	-14.1%	-6.8%	i	-4.7%	4.4%	-2.6%	1.5%
> CC(OC(=O)CCC1CCCCC1)C(=O)Nc1ccc(S(N)(=O)=O)cc1 (centres undefined)
→ 24.9%	0.6%	-3.4%	-16.5%	8.5%	-1.0%	-1.2%	6.8%
> CCOc1ccc2c(C)nc(NC3=NC(C)(C)C=C(C)N3)nc2c1
→ -15.8%	29.5%	-6.4%	-12.7%	-12.7%	0.0%	14.1%	-0.1%
> C=CCc1c(C)nc(SC(C)C)[nH]c1=O
→ -7.5%	9.6%	3.2%	-5.0%[57.5 µM]	-5.1%	4.3%	15.5%	-0.4%
> COC(=O)c1cccc(NC(=O)NC2CCCN2S(=O)(=O)c2ccc(Cl)cc2)c1 (centres undefined)
→ -8.5%	/	-1.0%	i	2.9%	-6.9%	7.0%	-3.4%

# Ordered by length of the SMILES (smallest number first): some entries from above
# Under each structure: TDP-43 yeast inh	FUS yeast rescue	EPAC2 antagonist	PTHR1 agonist	EPAC1 antag	EPAC1 agonist	EPAC2 ag	aSyn rescue
> c1ccc2c(N3CCCCC3)ncnc2c1
→ 8.4%	21.9%	11.4%	-30.0%	12.7%	-4.9%	5.4%	-11.4%
> Cc1nc(C)c(CCNC(=O)c2ccccc2Br)s1
→ 0.0%	/	4.8%	11.5%	0.1%	12.0%	11.9%	-7.1%
> O=[N+]([O-])c1cccc(-c2nnnn2-c2cccc(F)c2)c1
→ 0.8%	12.8%	4.2%	i	-17.9%	5.9%	6.9%	-11.5%
> CC(OC(=O)CCC1CCCCC1)C(=O)Nc1ccc(S(N)(=O)=O)cc1 (centres undefined)
→ 24.9%	0.6%	-3.4%	-16.5%	8.5%	-1.0%	-1.2%	6.8%
> O=C(c1ccccc1)c1nn(-c2ccc(Cl)cc2)c(=O)cc1C(F)(F)F
→ -2.2%	-2.4%	-9.2%	-11.1%	-11.7%	-0.1%	8.7%	-0.5%

# The results go on.
# Under each structure: TDP-43 yeast inh	FUS yeast rescue	EPAC2 antagonist	PTHR1 agonist	EPAC1 antag	EPAC1 agonist	EPAC2 ag	aSyn rescue
> S=c1[nH]nc2ccc3ccccc3n12
→ 12.6µM*	4.4%	0.2%	-19.4%	-26.0%	20.0%	8.8%	-0.5%
> O=C(COC(=O)CCc1nc2ccccc2s1)Nc1ccc(Cl)cn1
→ 24.4%	0.0%	2.3%	i	-6.4%	4.7%	3.0%	2.0%
> C/C(=N\n1cnnc1)c1ccc(C#N)cc1
→ 7.5%	0.1%	2.4%	-12.1%	-7.2%	4.3%	1.9%	0.1%
> O=C(COc1ncnc2ccccc12)c1ccc(Cl)cc1
→ -57.5%[inhibitor]	31.6%	0.7%	i	-6.2%	7.7%	12.0%	2.9%
> CCOC(=O)/C(C#N)=C/c1c(N2CCN(C)CC2)nc2c(C)cccn2c1=O
→ 5.1%	-3.9%	3.6%	i	22.1%	-0.8%	-2.9%	1.9%
> COc1ccc(CN(C)c2ncnc3sccc23)c(OC)c1OC
→ ?	9.9%	-12.7%	-31.7%[inhibitor]	-8.5%	0.3%	10.5%	0.6%
